PAFAH2 inh: PAFAH2 enzyme inhibitors, primary screen, biochemical, fluorescence polarization, human; 340,000 compounds, 0.99% hits; recombinant PAFAH2, FP-rhodamine activity probe; inhibition, % at 3.39 µM; AID 492956, 2010;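 active means inhibition above the mean over all tested compounds plus 3 SD, cut at about 30% in these data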;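 further: inhibitors block probe labeling of enzyme so polarization drops; 0% = enzyme with DMSO and 100% = wells lacking PAFAH2 protein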
PP5 primary: PP5 phosphatase inhibitors, primary screen, biochemical, fluorescence | Serine/threonine-protein phosphatase 5 (Homo sapiens), P53041 | purified PP5c, OMFP substrate fluorescence | inhibition, % at 6.7 µM | 320,000 compounds, 0.18% hits;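 active means inhibition above the campaign's mean inhibition across all tested compounds plus 3 SD, cut at about 9.5% in these data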;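 further: 0% = DMSO only and 100% = 100 µM cantharidin control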
CTSL1 counter: Fasciola hepatica cathepsin L1 inhibitors, primary screen, counter-screen for PFM18AAP inhibitor project, biochemical, QFRET, fluorogenic peptide substrate. AID 1906, 2009. inhibition, % at 5.96 µM. 300,000 compounds, 0.49% hits. recombinant F. hepatica cathepsin L1, Z-Leu-Arg-MCA fluorescence;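 active means inhibition above the mean of all tested compounds plus 3 SD, set per screening campaign, cut at about 17% in these data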;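 further: 0% = plate median of test compound wells and 100% = 1 µM Z-Phe-Ala-diazomethylketone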
PP1 counter: PP1-alpha phosphatase inhibitors, primary screen, counter-screen for PP5 inhibitor project, biochemical, fluorescence, OMFP substrate, single point; purified PP1alpha; inhibition, % at 6.7 µM; Serine/threonine-protein phosphatase PP1-alpha catalytic subunit (Homo sapiens), P62136; 320,000 compounds, 0.9% hits;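 active means inhibition above the mean inhibition of all tested compounds plus 3 SD, computed separately for each screening campaign, cut at about 15% in these data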
procasp3 activ: activators of human procaspase-3 D3A mutant, primary screen, biochemical, absorbance, PC-3 D3A mutant, single concentration; Caspase-3 (Homo sapiens), P42574; recombinant procaspase-3 D3A, Ac-DEVD-pNA absorbance 405 nm; activation, % at 8.5 µM; 330,000 compounds, 0.11% hits; AID 463141, 2010;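 active means activation above the mean of all tested compounds plus 3 SD, cut at about 21% in these data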;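 further: 0% = DMSO alone and 100% = DMSO wells spiked with extra 5 µM PC-3 D3A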
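Assay system: Procaspase-3 D3A mutant, all three cleavage aspartates alanine. Buffer or medium: Zinc-free HEPES saline buffer with Triton X-100. Times: 1 h compound preincubation, 2 h substrate hydrolysis at 25 °C. Measured by: 405 nm absorbance of p-nitroaniline, reads at 0 and 120 min. Read-out basis: percent activation relative to control range. Replicates: singlicate.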
AHR act: AHR activators, primary screen, cell-based, luminescence, luciferase reporter, human. 320,000 compounds, 2.5% hits. activation, % at 5 µM. Aryl hydrocarbon receptor (Homo sapiens), P35869. AHR-responsive luciferase reporter cells; in the data active means activation above about 47%;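 further: 0% = vehicle wells and 100% = reference agonist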
Target sequence (P35869 whole entry, looked up): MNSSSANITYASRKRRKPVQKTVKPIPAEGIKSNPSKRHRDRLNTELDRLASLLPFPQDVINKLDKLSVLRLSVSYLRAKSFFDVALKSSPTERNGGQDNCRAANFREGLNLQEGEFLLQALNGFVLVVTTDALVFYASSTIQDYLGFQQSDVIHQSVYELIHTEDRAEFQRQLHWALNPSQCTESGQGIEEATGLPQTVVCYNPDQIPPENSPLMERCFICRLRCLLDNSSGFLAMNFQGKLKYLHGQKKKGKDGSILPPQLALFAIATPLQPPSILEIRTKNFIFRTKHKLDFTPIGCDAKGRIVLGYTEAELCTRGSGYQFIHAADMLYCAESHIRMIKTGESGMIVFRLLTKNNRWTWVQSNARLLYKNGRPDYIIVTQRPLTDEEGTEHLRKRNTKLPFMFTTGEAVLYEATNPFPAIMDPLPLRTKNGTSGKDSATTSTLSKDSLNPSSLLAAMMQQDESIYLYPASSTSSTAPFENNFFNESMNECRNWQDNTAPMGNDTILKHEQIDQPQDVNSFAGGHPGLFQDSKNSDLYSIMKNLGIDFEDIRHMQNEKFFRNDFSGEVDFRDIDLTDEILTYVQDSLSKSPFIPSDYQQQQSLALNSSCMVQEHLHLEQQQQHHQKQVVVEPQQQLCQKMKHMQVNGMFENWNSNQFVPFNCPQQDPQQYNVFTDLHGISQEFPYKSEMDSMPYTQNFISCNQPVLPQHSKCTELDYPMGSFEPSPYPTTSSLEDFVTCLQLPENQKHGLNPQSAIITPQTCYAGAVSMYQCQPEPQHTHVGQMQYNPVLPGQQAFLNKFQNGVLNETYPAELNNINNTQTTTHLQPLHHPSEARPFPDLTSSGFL
procasp7 counter: procaspase-7 activators, primary screen, counter-screen for procaspase-3 activator project, biochemical, absorbance, HTS, human; Caspase-7 (Homo sapiens), P55210; recombinant procaspase-7, Ac-DEVD-pNA absorbance 405 nm; D23A/D198A/D206A triple mutant, cannot self-cleave; scale: DMSO 0, 5 µM enzyme 100; activation, % at 8.5 µM; 330,000 compounds, 0.093% hits; AID 463210, 2010;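 active means percent activation above the screen-wide mean plus 3 SD, cut at about 25% in these data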
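Material: Procaspase-7 triple mutant (PC-7 D3A) | Quantity: 2 µM procaspase-7 mutant as dispensed | Reagent: DEVD-pNA substrate | Times: 1 h preincubation, 2 h reaction | Technique: 405 nm absorbance of p-nitroaniline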
TPT1 inhibitor: Candida albicans TPT1 enzyme inhibitors, primary screen, biochemical, fluorescence polarization. tRNA 2'-phosphotransferase TPT1 (Candida albicans SC5314). recombinant caTPT1, FP RNA substrate dephosphorylation. inhibition, % at 5 µM. 300,000 compounds, 0.81% hits;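 active means inhibition above the mean of all tested compounds plus 3 SD, set per screening campaign, cut at about 24% in these data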;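 further: plate controls were DMSO alone for no effect and ferristatin control at 100 nM for full effect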
core dimer inh: inhibitors of HCV core protein dimerization, primary screen, biochemical, TR-FRET, high-throughput. 300,000 compounds, 0.33% hits. TR-FRET GST/Flag-core106 dimerization, 1536-well. inhibition, % at 5 µM;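 active means inhibition above the mean of all tested compounds plus 3 SD, set per screening campaign, cut at about 45% in these data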
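Assay system: Tagged HCV core106 pair (GST and Flag) | Buffer or medium: KF-containing HEPES buffer, pH 7.45, DTT, CHAPS, BSA | Also added: Eu donor and XL665 acceptor anti-tag antibodies | Dosing: One concentration, 5 µM, in 0.5% DMSO | Timing: 4 h at 22.5 °C | Technique: TR-FRET 671 and 617 nm emission | Repeats: Singlicate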
* = called active by the depositor; nt = not tested or not shown.

Values run as follows: TPT1 inhibitor, procasp7 counter, PP5 primary, core dimer inh, AHR act, procasp3 activ, PP1 counter, PAFAH2 inh, CTSL1 counter
> Cc1ccc(C)c(/C(O)=C2/C(=O)C(=O)N(CCN3CCOCC3)C2c2ccc(C)o2)c1 (stereo not drawn)
 : 1, -10, -0.2, 0, 12, -8, -3, 4, -4
> OC(COc1ccc2c(c1)OCO2)CN1CCN(c2ccccc2)CC1 (stereo not drawn)
 : -1, 5, 2.7, -17, -1, 12, 0, 1, -4
> O=C(Cc1cccs1)NNC(=O)c1ccccc1Cl
 : nt, 2, 1.9, nt, 1, 3, 1, 4, nt
> Cc1c([N+](=O)[O-])ccc(S(=O)(=O)N2CCC(C(N)=O)CC2)c1C
 : -3, 10, -2.2, -3, 0, 2, -2, 2, 1
> O=C(COc1ccccc1)N/N=C/c1cc2c(cc1[N+](=O)[O-])OCO2
 : 4, 3, 1.0, 3, 3, -3, -1, 2, -3
> COc1ccc(OC)c(C2=Nn3c(nnc3-c3ccco3)SC2)c1
 : 1, 5, -0.2, 0, 5, 2, -1, 1, -2
> COc1ccc(CCNC(=O)Cn2cccc2C(=O)c2ccccc2C)cc1OC
 : 3, 4, 1.1, 7, -1, -2, -1, -3, 2
> COc1ccc2nc(NC(=O)c3ccc(-c4cccc([N+](=O)[O-])c4)o3)sc2c1
 : -3, 1, 1.5, 13, 8, -1, -5, nt, 1
> COC(=O)CN(c1nc(C)c(Br)c(OC)n1)S(=O)(=O)c1ccccc1
 : -1, 5, 2.6, 2, 1, 1, 3, 6, 2
> O=C(COc1ccc(Br)cc1)Nc1ccccc1N1CCCC1
 : -1, -1, 0.9, 5, 8, 0, 0, 16, -2
> COc1ccc(/C=N/NC(=O)C(=O)N2CCCCCC2)cc1[N+](=O)[O-]
 : -3, 6, -2.1, -3, 1, -2, 3, 3, 1
> Cc1nc(CSc2nc3[nH]ncc3c(=O)n2-c2ccccc2)cs1
 : -1, 11, -4.0, -4, -1, 8, -2, 4, -3
> Cc1cc(C)n(-c2ccc(C(=O)OCn3nnc4ccccc4c3=O)cc2)n1
 : -3, -9, 3.3, 11, -1, 4, 0, 29, -10
> O=C(CCN1C(=O)/C(=C\c2ccco2)SC1=S)Nc1ccc(C(=O)O)c(O)c1
 : 25*, -14, 1.0, 4, 2, -14, 6, 16, 0
> CSc1ccccc1C(=O)NCC1CCCO1 (stereo not drawn)
 : 3, -9, 2.2, 2, -2, 0, -6, -3, -2
> COC(=O)C1(C)NC(c2ccc(OC)cc2)C2C(=O)N(c3ccccc3)C(=O)C21 (stereo not drawn)
 : -1, 10, 0.7, 10, 0, 2, -5, 3, -5
> CCCOc1c(Br)cc(/C=N/O)cc1OC
 : 3, 12, 6.4, -2, 4, -3, -2, 4, 1
> CC(C)Oc1ncnc2c1[nH]c1ccccc12
 : 2, -1, 1.4, 1, 22, -5, -1, -3, -2
> COc1cc(CC(=O)OCc2cccc([N+](=O)[O-])c2)cc(OC)c1OC
 : -7, 5, 0.7, -18, -2, -1, 3, 5, 6
> CCc1ccc2nc(N3CCN(C)CC3)c(C#N)cc2c1
 : -2, 5, -0.2, -2, 6, -3, -6, -11, 0

New compounds follow.
Values run as follows: TPT1 inhibitor, procasp7 counter, PP5 primary, core dimer inh, AHR act, procasp3 activ, PP1 counter, PAFAH2 inh, CTSL1 counter
> COc1ccc2nc(N3CCCCC3)c(C#N)cc2c1
 : -35, -7, 3.8, 4, 12, -4, 3, 12, 0
> O=C(CN1c2cccc3cccc(c23)S1(=O)=O)N1CCN(c2ccccc2)CC1
 : nt, -2, nt, nt, 2, -2, nt, -4, nt
> C[C@H](NC(=O)c1nc[nH]c1C(=O)NC(c1ccccc1)c1ccccc1)C(=O)OCc1ccccc1
 : 1, 0, 6.6, 7, 1, 4, 9, -8, 10
> CC1CCCCC1NC(=O)CCCN1C(=O)c2ccccc2C1=O (stereo not drawn)
 : nt, -3, nt, nt, -1, -9, nt, 5, nt
> c1ccc(CSc2nnc3c(n2)OC(c2ccco2)Nc2ccccc2-3)cc1 (stereo not drawn)
 : 0, -12, 2.8, 26, 42, -16, 2, 23, -1
> O=C(COC(=O)CCC1CCCC1)Nc1ccccc1Br
 : nt, -8, 2.7, nt, 2, 5, -4, 20, nt
> COc1ccc(OC2C(=O)N(Cc3ccc(F)cc3)C2c2cc(OC)c(OC)c(OC)c2)cc1 (stereo not drawn)
 : 0, 7, 0.6, 5, 2, 0, 2, 2, -4

Of the compounds above, these contain an aryl methoxy group.
Values run as follows: TPT1 inhibitor, procasp7 counter, PP5 primary, core dimer inh, AHR act, procasp3 activ, PP1 counter, PAFAH2 inh, CTSL1 counter
> COc1ccc(OC)c(C2=Nn3c(nnc3-c3ccco3)SC2)c1
 : 1, 5, -0.2, 0, 5, 2, -1, 1, -2
> COc1ccc(CCNC(=O)Cn2cccc2C(=O)c2ccccc2C)cc1OC
 : 3, 4, 1.1, 7, -1, -2, -1, -3, 2
> COc1ccc2nc(NC(=O)c3ccc(-c4cccc([N+](=O)[O-])c4)o3)sc2c1
 : -3, 1, 1.5, 13, 8, -1, -5, nt, 1
> COC(=O)CN(c1nc(C)c(Br)c(OC)n1)S(=O)(=O)c1ccccc1
 : -1, 5, 2.6, 2, 1, 1, 3, 6, 2
> COc1ccc(/C=N/NC(=O)C(=O)N2CCCCCC2)cc1[N+](=O)[O-]
 : -3, 6, -2.1, -3, 1, -2, 3, 3, 1
> COC(=O)C1(C)NC(c2ccc(OC)cc2)C2C(=O)N(c3ccccc3)C(=O)C21 (stereo not drawn)
 : -1, 10, 0.7, 10, 0, 2, -5, 3, -5
> CCCOc1c(Br)cc(/C=N/O)cc1OC
 : 3, 12, 6.4, -2, 4, -3, -2, 4, 1
> COc1cc(CC(=O)OCc2cccc([N+](=O)[O-])c2)cc(OC)c1OC
 : -7, 5, 0.7, -18, -2, -1, 3, 5, 6
> COc1ccc2nc(N3CCCCC3)c(C#N)cc2c1
 : -35, -7, 3.8, 4, 12, -4, 3, 12, 0
> COc1ccc(OC2C(=O)N(Cc3ccc(F)cc3)C2c2cc(OC)c(OC)c(OC)c2)cc1 (stereo not drawn)
 : 0, 7, 0.6, 5, 2, 0, 2, 2, -4
